AHR act = activators of human aryl hydrocarbon receptor | 320,000 compounds, 2.5% hits | AID 2796 | activation, % at 5 µM | AHR-responsive luciferase reporter cells, luminescence; in the data active = activation above about 47%;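 note: 0% = vehicle wells and 100% = reference agonist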
proCasp3 act = procaspase-3 (human) activation. P42574. recombinant procaspase-3 D3A, Ac-DEVD-pNA absorbance 405 nm. activation, % at 8.5 µM. 330,000 compounds, 0.11% hits;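 active = activation above the mean of all tested compounds plus 3 SD, cut at about 21% in these data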;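 note: 0% = DMSO alone and 100% = DMSO wells spiked with extra 5 µM PC-3 D3A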
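Assay system: Procaspase-3 D3A mutant, all three cleavage aspartates alanine. Buffer or medium: Zinc-free HEPES saline buffer with Triton X-100. Times: 1 h compound preincubation, 2 h substrate hydrolysis at 25 °C. Measured by: 405 nm absorbance of p-nitroaniline, reads at 0 and 120 min. Read-out basis: percent activation relative to control range. Replicates: singlicate.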
MEP2-GFP yeast = alters MEP2-GFP fluorescence in TOR pathway yeast screen. 330,000 compounds, 0.51% hits. S. cerevisiae MEP2-GFP strain, flow cytometry GFP, 3 h; 100% = DMSO control level. GFP response vs DMSO, % at 10 µM;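 active = GFP response versus DMSO above a set limit, roughly screen mean plus 3 SD, cut at about 180% in these data; inconclusive = fewer than 70 cells counted for a yeast strain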;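 note: median GFP fluorescence of the barcode-gated MEP2-GFP cells per well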
ZTA DNA inh = counter-screen for EBNA-1 inhibitors: inhibitors of Epstein-Barr virus ZTA; P03206; ZTA-DNA binding, fluorescence polarization; inhibition, % at 11 µM; 320,000 compounds, 0.15% hits; AID 2234; in the data active = inhibition above about 33%
EBNA-1 inhibitor = blocks EBNA-1 binding to DNA | inhibition, % at 14.8 µM | EBNA-1 DNA binding, fluorescence polarization | 300,000 compounds, 0.34% hits; in the data active = inhibition above about 28%
procasp7 counter = activates human procaspase-7, counter-screen for procaspase-3 activators; recombinant procaspase-7, Ac-DEVD-pNA absorbance 405 nm; D23A/D198A/D206A triple mutant, cannot self-cleave; scale: DMSO 0, 5 µM enzyme 100; 330,000 compounds, 0.093% hits; AID 463210; P55210; activation, % at 8.5 µM;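 active = percent activation above the screen-wide mean plus 3 SD, cut at about 25% in these data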
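System: Procaspase-7 triple mutant (PC-7 D3A); measure: % activation from two-timepoint absorbance difference, scaled to controls; times: 1 h compound preincubation, 2 h substrate cleavage, 25 °C; also added: Ac-DEVD-pNA substrate, 400 µM as added; measured by: Epi-absorbance of released pNA at 405 nm, two timepoints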
RPL19A-GFP yeast = alters RPL19A-GFP fluorescence in TOR pathway yeast screen; 330,000 compounds, 0.3% hits; S. cerevisiae RPL19A-GFP strain, flow cytometry, 3 h; hits give low values; percent response vs DMSO, % at 10 µM; AID 2025;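 active = percent response vs DMSO below 50%; inconclusive = fewer than 70 events counted for the yeast strain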;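 note: median channel GFP fluorescence of the barcoded RPL19A-GFP strain; ratio of sample median GFP to plate DMSO average so 100% = DMSO; lower means less RPL19A-GFP as with rapamycin TOR inhibition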
LAP4-GFP MLPCN = alters LAP4-GFP fluorescence in TOR pathway yeast screen. AID 2023. S. cerevisiae LAP4-GFP multiplex, flow cytometry GFP, 3 h; median GFP as percent of DMSO wells. 320,000 compounds, 0.34% hits. GFP response vs DMSO, % at 10 µM;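 active = GFP response vs DMSO above a set limit, about the screen mean plus 3 SD, cut at about 150% in these data; inconclusive = under 70 cell events counted for the yeast strain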
* hit, by the source's call; ? = inconclusive; . = no result given.

Structure	AHR act	proCasp3 act	MEP2-GFP yeast	ZTA DNA inh	EBNA-1 inhibitor	procasp7 counter	RPL19A-GFP yeast	LAP4-GFP MLPCN
COC(=O)c1sccc1N/N=C/c1cccc(OC)c1O	24	10	96	3	4	-6	103	99
CCC(C)(NC(=O)Cc1c[nH]c2ccccc12)C(=O)NC1CCCCC1 (stereo unspecified)	2	-10	100	-5	-4	7	102	99
CCOC(=O)C1CCN(C(=O)c2cc3c(-c4ccc(OC)c(OC)c4)nn(C)c3s2)CC1	0	7	107	1	14	7	100	111
CC(C)(C)n1ncc2c(=O)n(CC(=O)N3CCCCCC3)cnc21	3	-2	107	-5	8	6	104	102
CCOc1ccc(N(Cc2cc3ccc(C)cc3[nH]c2=O)S(C)(=O)=O)cc1	4	9	102	4	5	10	98	101
C=CCn1cccc(C(=O)Nc2ccc(SC)cc2)c1=O	65*	-3	96	-3	0	-4	101	95
COc1ccc(C2NC(c3ccc(OC)cc3OC)C(C)C(=O)C2C)c(OC)c1 (stereo unspecified)	3	4	104	-3	3	8	94	102
CC(C)OC(=O)CN1C(=O)C(C)(C)Oc2ccc(C(=O)NC(C)(C)C)cc21	1	-6	97	32	19	0	98	92
Cc1ccc(CN(c2ccc(C(=O)NCc3ccccn3)cc2)S(C)(=O)=O)cc1	-1	-3	99	-16	-1	11	.	95
CCC1(CC)NC(=O)N(CC(=O)OCC(=O)Nc2ncc(Cl)cc2Cl)C1=O	5	7	104	-3	-4	10	99	111
Cc1nc(-c2ccc(F)cc2)c(CC(=O)Nc2ccc(C)c(S(=O)(=O)N3CCOCC3)c2)s1	4	7	94	-2	1	-6	95	97
COc1cccc(C(=O)Nc2nnc(-c3ccc(Cl)cc3)o2)c1	0	1	105	0	-4	6	92	155*
COc1cccc(-c2nnn(CC(=O)O)n2)c1	-1	-3	97	-10	4	16	95	92
Cc1c(C(=O)NCc2ccc3c(c2)OCO3)oc2ccc(S(=O)(=O)N3CCC(C)CC3)cc12	4	2	107	1	10	4	101	103
CCSC1=NSC2=NC(=O)/C(=C\c3coc4ccccc4c3=O)C(=N)N12	40	-32	268*	-5	2	-14	85	130
Cc1oc(-c2ccc(Cl)cc2)nc1CS(=O)CC(=O)NC(C)c1ccccc1 (stereo unspecified)	4	-1	101	13	9	7	102	97
COc1cccc(CNC(=O)CN2C(=O)COc3ccc(S(=O)(=O)N4CCCCCC4)cc32)c1	1	-4	106	-14	-2	-4	101	98
Cc1c(O)ccc(NS(=O)(=O)c2ccccc2)c1C	1	-2	104	-5	-2	4	93	107
CC(C)(C)NCCOc1ccc(Br)cc1	-1	3	101	15	-3	2	94	93
O=C(CN1CCN(Cc2ccccc2)CC1)Nc1ccc(S(=O)(=O)N2CCOCC2)cc1	-3	-6	110	10	2	-1	103	93
COc1cc(C(=O)NCc2nnc(SCC(=O)N3CCCc4ccccc43)o2)cc(OC)c1OC	1	3	105	-18	0	-3	103	96
O=C(Nc1ccc(OC(F)(F)F)cc1)c1n[nH]c(Cn2cncn2)n1	14	7	103	17	7	9	101	101
O=C(Nc1ccccc1C(=O)NCc1ccccc1)c1ccco1	5	6	95	-7	-3	-6	103	111
CCCC(=O)Nc1ccc(-c2csc(NNC(C)=O)n2)cc1	0	-13	106	-15	15	-14	104	116
COc1cc2c(cc1OC)C(C)N(C(=O)Nc1ccc(F)cc1)CC2 (stereo unspecified)	5	0	101	-3	-7	3	95	112

Limited to ZTA DNA inh (2 entries from above):
SMILES | ZTA DNA inh
CCOC(=O)C1CCN(C(=O)c2cc3c(-c4ccc(OC)c(OC)c4)nn(C)c3s2)CC1 | 1
CC(C)(C)n1ncc2c(=O)n(CC(=O)N3CCCCCC3)cnc21 | -5

Remaining list, next part.
Structure	AHR act	proCasp3 act	MEP2-GFP yeast	ZTA DNA inh	EBNA-1 inhibitor	procasp7 counter	RPL19A-GFP yeast	LAP4-GFP MLPCN
Cc1ccc(-n2c3nc(=O)[nH]c(=O)c-3cc3cc([N+](=O)[O-])ccc32)cc1	7	-10	92	21	0	-14	100	94
CCCCN(C(=O)c1cccc(-n2cccc2)c1)c1c(N)n(CCC)c(=O)[nH]c1=O	3	-3	100	1	7	3	98	108
COc1ccc2cc(N=Cc3nc(-c4ccc(C)cc4)oc3O)cnc2c1	4	-1	100	3	-11	-3	94	96
N#Cc1cccn1-c1nccc(-c2cccs2)n1	65*	0	97	10	7	1	105	87
COCCN1CC(=O)N(c2cccc(C)c2C)C(c2ccc(Cl)cc2)C1=O (stereo unspecified)	-1	12	101	15	3	2	94	102
O=C(Cc1ccc(-n2cccc2)cc1)N1CCN(c2ccccc2F)CC1	2	5	108	-5	-10	5	96	114
O=C(Nc1c(C(=O)N2CCOCC2)cnn1-c1ccccc1)c1ccc([N+](=O)[O-])cc1	-1	-2	94	-5	3	6	104	95
COc1ccccc1N1CCN(C(=O)c2ccc(-c3ccccc3)cc2)CC1	1	-4	98	5	9	-7	96	91
CCC(=O)Nc1ccc(C2C(=O)c3ccccc3C2=O)cc1	5	1	100	-2	-8	6	104	92
COc1ccc(CNC(=O)C(C#N)c2nc3ccccc3nc2N2CCN(C)CC2)cc1 (stereo unspecified)	-1	1	100	3	-5	-6	101	104
CCCCNC(=S)Nc1ccc2nc(N3CCN(CC)CC3)cc(C)c2c1	4	-2	95	13	6	5	93	80
CCOC(=O)c1c(CSc2ccccc2)n(C)c2cc(Br)c(OC)c(O)c12	-1	-5	108	-6	-12	4	108	93
CCc1ccc(N(C(=O)CCC(=O)Nc2cc(C)on2)C(C(=O)NC(C)(C)C)c2ccc(OC)cc2)cc1 (stereo unspecified)	0	4	97	2	-13	-6	96	101
NC(N)=Nc1nc2ccc(Cl)cc2c(=O)[nH]1	10	-3	104	1	-6	9	99	104
O=C(Cc1ccccc1)N1CCNCC1	3	5	100	-11	1	-9	94	98
NC(=O)Cc1ccc(Nc2nnc(-c3ccc(O)cc3)c3ccccc23)cc1	6	4	107	-10	6	4	99	97
O=[N+]([O-])c1ccc(S(=O)(=O)NNC(=S)NCCc2ccccc2)cc1	0	5	99	-7	3	7	97	98
Cc1cccc(-c2nnc3n2N=C(c2ccc(Br)cc2)CS3)c1	9	10	102	-9	-16	-5	98	100
Cc1ccc(-n2c(SCC(=O)Nc3ncc(Cl)cc3Cl)nc3ccccc32)cc1	4	-12	91	5	-2	-1	90	102
COc1c(NC(C)=O)c2ccccc2c2ccccc12	7	7	96	-10	4	2	104	106
CCOc1ccc(C(=O)OCCCN(C)C)cc1	0	-2	92	12	6	10	100	86
O=[N+]([O-])c1ccc2c(c1)/C(=N\O)c1ccccc1-2	-5	-7	105	3	4	6	107	.
CCOc1ccc(N(CCC#N)S(=O)(=O)c2ccc(OC)cc2)cc1	2	-5	102	-6	5	10	98	102
CS(=O)(=O)NCCCCCCNS(C)(=O)=O	1	0	?	-8	5	8	?	?
CC(=O)N1N=C(c2cccc(NS(C)(=O)=O)c2)CC1c1cccs1 (stereo unspecified)	1	-1	97	9	15	-9	100	91
FC(F)(F)c1cccc(NC(=S)N2CCCCCC2)c1	2	4	101	-1	0	9	88	104
Cc1ccc(CNC(=O)C23CN(Cc4ccccc4)CC2C(c2ccc([N+](=O)[O-])cc2)=NO3)cc1 (stereo unspecified)	3	-7	91	4	-4	-5	99	111
CCN1C(=O)[C@H]2[C@@H](c3ccc(-c4ccc(Cl)c(Cl)c4)cc3)N[C@@](C)(C(=O)OC)[C@H]2C1=O	0	8	104	-12	4	-1	99	127
CC(=O)/C(=C(/O)c1ccccc1)c1nc2ccccc2[nH]1	19	0	97	-8	1	0	94	118
COc1ccc(NC(=O)CSc2nnc(NC(=O)c3ccc(S(=O)(=O)N4CCOCC4)cc3)s2)cc1	3	-11	99	-1	-7	6	104	97
CCCc1nc(SCC(=O)N2c3ccccc3CC2C)c2c(C)c(C)sc2n1 (stereo unspecified)	0	2	104	7	0	0	99	97
CCOC(=O)c1cccc(NC(=O)CSc2nc(N)cc(N)n2)c1	6	6	99	2	-4	0	100	106
O=c1ccc2c([nH]1)CCCCCCCCCC2	-1	-6	99	1	-8	3	100	89
CCOc1cc(OCC)cc(C(=O)Nc2cccnc2)c1	40	2	104	-1	6	7	97	99
Cc1nn(Cc2ccc(Cl)cc2)c(C)c1NC(=O)CSc1n[nH]c(C)c1[N+](=O)[O-]	1	2	110	-3	3	3	99	100
COc1cccc(/C=N/NC(=O)CSc2nnc(C)n2-c2ccccc2)c1OC	6	-3	97	-14	-4	3	98	99
Cc1[nH]nc(SCC(=O)NCc2ccc(F)cc2)c1[N+](=O)[O-]	1	8	100	-5	4	1	99	94
Cc1ccn(C(=O)c2cc3c(C)nn(-c4ccccc4)c3s2)n1	2	-7	112	-15	4	8	103	107
COC(=O)c1cn(NC(=O)C2CCC(C(C)(C)C)CC2)c(=O)c2ccccc12 (stereo unspecified)	2	6	107	-18	-8	1	101	96
COc1ccccc1N(C)S(=O)(=O)c1ccc(C(=O)N(CC(N)=O)C(C)C)cc1	4	-8	95	-11	2	17	91	90
COC(=O)c1c(NC(=O)CSc2nnc(-c3ccco3)n2C)sc(C)c1C	12	6	103	-2	15	-2	101	104
O=C(CN1CCCCCC1)Nc1c(Cl)cc(Cl)cc1Cl	1	2	99	-5	-2	13	93	76
COc1cccc(/C=N/n2c(COc3ccccc3)n[nH]c2=S)c1O	2	1	118	-14	5	-6	97	109
COc1ccc(CCNC(=O)c2cnc(C)cn2)cc1	5	-3	92	-24	6	-2	104	84
C=CCN(c1ccccc1)S(=O)(=O)c1c(C)[nH]c(=O)[nH]c1=O	-2	5	93	3	7	-5	95	96
Cc1ccc(-c2cc(C(=O)OC3CCOC3=O)c3ccccc3n2)c(C)c1 (stereo unspecified)	-3	1	99	-9	10	2	105	102
O=C1CCCN1CCCNC(=S)Nc1ccc(F)c(Cl)c1	3	-2	102	-32	9	4	104	107
COc1ccc(NC(C)=O)cc1NS(=O)(=O)c1cn(C)c(=O)n(C)c1=O	0	0	106	11	11	-2	101	115
COc1cc(NS(=O)(=O)c2ccc(NC(=S)NC(=O)CC(C)C)cc2)nc(OC)n1	2	-3	92	12	-8	-8	92	86
COc1ccc2c(c1)OC[C@H]1[C@H]2N2C(=O)c3cc(OC)c(OC)cc3NC(=O)[C@@]2(C)[C@H]1c1ccccc1	-5	6	92	7	-4	1	99	129

Next results
Structure	AHR act	proCasp3 act	MEP2-GFP yeast	ZTA DNA inh	EBNA-1 inhibitor	procasp7 counter	RPL19A-GFP yeast	LAP4-GFP MLPCN
COc1c(C(=O)Nc2ccc(Cc3ccncc3)cc2)ccc2ccccc12	-7	-1	96	-6	10	4	96	93
Cc1nc2c(C)cccn2c(=O)c1NC(=O)COc1ccccc1	-2	4	89	7	1	5	92	95
COc1ccc(-c2cc(C(=O)N3CCN(S(=O)(=O)c4ccccc4)CC3)[nH]n2)cc1	-2	4	99	-1	-5	8	99	102
COc1ccc(CCn2c(C)cc(C(=O)CSc3nnnn3-c3ccccc3)c2C)cc1OC	0	5	101	6	6	9	100	102

Screening data from PubChem BioAssay.
